Screens from PubChem.
C diff growth = blocks growth of Clostridium difficile. Clostridium difficile clinical isolate growth, OD600, 24 h; active compounds read low. growth activity, negative = inhibition, % at 16 µg/mL (by protocol). 86,000 compounds, 0.25% hits;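 active = mean growth activity at or below -80% and every replicate also at or below -80%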;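 note: 0% = DMSO wells and -100% = levofloxacin 16 µg/mL wells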
Pf Dd2 growth = inhibitors of Plasmodium falciparum Dd2 growth. P. falciparum Dd2 growth, SYBR Green, 72 h; active compounds read low. activity change, % at 10 µM. 94,000 compounds, 2.3% hits; in the data active = activity change below about -80%
Tcruzi prolif = inhibitors of T. cruzi proliferation. inhibition, % at 8.34 µM. 77,000 compounds, 5.9% hits. T. cruzi beta-gal in NIH3T3, GalScreen luminescence, 90 h;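 active = mean inhibition above about 93%, with at least 55% of replicates each passing it, limit read from the data, passing the limit was not always enough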
KDM4C inh = inhibitors of human demethylase GASC-1 KDM4C; AID 720574; inhibition, % at 12.5 µM; GST-KDM4C 2-372, H3K9me3 peptide, LANCE TR-FRET; 96,000 compounds, 0.15% hits; Q9H3R0;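 active = mean replicate inhibition above about 25%, with at least 55% of replicates also reaching it, limit read from the data, passing the limit was not always enough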
Target sequence (Q9H3R0 2-372 limits assumed): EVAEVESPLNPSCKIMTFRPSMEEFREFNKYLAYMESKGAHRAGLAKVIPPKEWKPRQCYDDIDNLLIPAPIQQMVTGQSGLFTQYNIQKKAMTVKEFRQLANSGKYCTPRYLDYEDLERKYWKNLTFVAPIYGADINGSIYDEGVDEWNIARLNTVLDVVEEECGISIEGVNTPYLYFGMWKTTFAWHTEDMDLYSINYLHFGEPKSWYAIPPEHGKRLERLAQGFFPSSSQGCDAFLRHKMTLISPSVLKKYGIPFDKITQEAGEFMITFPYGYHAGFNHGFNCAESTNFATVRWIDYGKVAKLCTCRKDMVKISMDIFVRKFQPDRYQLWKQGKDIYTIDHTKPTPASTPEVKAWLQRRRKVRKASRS
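Material: GST-tagged GASC-1 (JMJD2C) catalytic fragment, aa 2-372 / Quantity: enzyme final amount 10 nM / Medium: HEPES buffer, pH 7.5, plus ascorbate / Doses: one test concentration per compound / Incubation: 30 min reaction, 60 min detection, RT / Measured by: LANCE TR-FRET / Read-out: inhibition from TR-FRET ratio decrease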
* = called active by the depositor; nt = no result given; & = joins results of further samples. This is a random part of the collection; about 7.2% have a hit in one of these screens.

SMILES	C diff growth	Pf Dd2 growth	Tcruzi prolif	KDM4C inh
O=C(Nc1ccc(F)cc1)N1C[C@@H]2[C@H](c3ccccc31)[C@@H](CO)N2C(=O)c1ccncc1	19	7	-33	2.9
CS(=O)(=O)N1CC(=O)N2[C@H](C1)[C@@H](c1ccc(C#CCC3CCCC3)cc1)[C@@H]2CO	-13	-65	nt	-1.9
COc1ccc(S(=O)(=O)N(C)C[C@@H]2OCCCC[C@H](C)Oc3ccc(NC(=O)NC4CCCCC4)cc3C(=O)N([C@H](C)CO)C[C@@H]2C)cc1	0	-66	102	-0.7
O=C(C[C@H]1CC[C@@H]2[C@H](COC[C@@H](O)CN2C(=O)Nc2ccc(F)cc2)O1)NCCc1ccccc1	2&-1	-9	-37	0.7
CCC(=O)Nc1ccc2c(c1)OC[C@@H](C)N(C(=O)NC(C)C)C[C@@H](C)[C@@H](OC)CN(C)C2=O	nt	-8	74	1.6
C[C@@H]1CCCCO[C@H](CN(C)Cc2ccncc2)[C@@H](C)CN([C@H](C)CO)C(=O)c2cc(NS(=O)(=O)c3ccc(F)cc3)ccc2O1	0	10	nt	-0.6
C[C@H](CO)N1C[C@H](C)[C@@H](CN(C)C(=O)C2CCC2)Oc2ncc(C#CC3CCCC3)cc2C1=O	-1	-29	57	1.1
C[C@@H]1CN([C@@H](C)CO)S(=O)(=O)c2ccc(C#CC3CC3)cc2O[C@@H]1CN(C)C(=O)CC1CC1	-3	-35	55	-1.0
Cc1ccc(S(=O)(=O)Nc2ccc3c(c2)CC(=O)N([C@@H](C)CO)C[C@H](C)[C@@H](CN(C)S(=O)(=O)c2ccc(F)cc2)O3)cc1	-4	-14	6	-1.5
O=C(Cc1ccccn1)N1CC(=O)N2[C@@H](CO)[C@@H](c3ccc(C#CC4CCCCC4)cc3)[C@@H]2C1	-16	-19	nt	1.1
C[C@@H]1CN([C@@H](C)CO)C(=O)c2cc(NC(=O)Cn3cnnn3)ccc2O[C@@H]1CN(C)C(=O)Nc1ccccc1	-4	17	-111	1.6
COc1ccc2c3c(n(C)c2c1)[C@H](CO)NCC31CCN(Cc2ccccc2Cl)CC1	-1	-85*	nt	1.0
CO[C@H]1CC[C@H]2CCOc3c(C#N)cccc3C(=O)N(C)C[C@@H](c3ccccc3)CC(=O)N(C)C[C@H]1O2	nt	12	-36	1.6
CCCNC(=O)N1CC2(CCN(S(=O)(=O)c3ccc(OC)cc3)CC2)c2c(n(C)c3cc(OC)ccc23)[C@@H]1CO	2	-86*	nt	-1.1
CCNC(=O)C[C@H]1CC[C@@H]2[C@H](COc3ccc(NC(=O)Nc4ccc(F)cc4)cc3C(=O)N2C)O1	10	8	16	1.3
CN(C)C(=O)C[C@H]1C[C@H]2c3cc(NS(=O)(=O)c4ccc(F)cc4)ccc3O[C@H]2[C@@H](CO)O1	-1	11	63	-0.7
C[C@@H]1CN([C@@H](C)CO)C(=O)CCCn2nncc2CO[C@H]1CN(C)S(C)(=O)=O	5&-2	3&0	22&-14	0.6
CN1C(=O)c2cc(NS(=O)(=O)CC(F)(F)F)ccc2OC[C@H]2O[C@@H](CC(=O)NCc3ccc(Cl)c(Cl)c3)CC[C@@H]21	6	-3	nt	-1.8
OC[C@H]1[C@@H](c2ccc(Br)cc2)[C@H]2CN(Cc3cncnc3)CCCCN21	1	15	57	0.3
COCC(=O)N1[C@H](CO)[C@H](c2ccccc2C2=CCCCC2)[C@@H]1C#N	0	13	nt	-0.8

Reformatted field by field: part of the list above.
COc1ccc(S(=O)(=O)N(C)C[C@@H]2OCCCC[C@H](C)Oc3ccc(NC(=O)NC4CCCCC4)cc3C(=O)N([C@H](C)CO)C[C@@H]2C)cc1
  C diff growth = 0
  Pf Dd2 growth = -66
  Tcruzi prolif = 102
  KDM4C inh = -0.7
CCC(=O)Nc1ccc2c(c1)OC[C@@H](C)N(C(=O)NC(C)C)C[C@@H](C)[C@@H](OC)CN(C)C2=O
  C diff growth = nt
  Pf Dd2 growth = -8
  Tcruzi prolif = 74
  KDM4C inh = 1.6

Compound profiles, as listed above. Order of screens: C diff growth | Pf Dd2 growth | Tcruzi prolif | KDM4C inh
Record of C[C@H](CO)N1C[C@H](C)[C@@H](CN(C)C(=O)C2CCC2)Oc2ncc(C#CC3CCCC3)cc2C1=O = -1 | -29 | 57 | 1.1
Record of CCC(=O)Nc1ccc2c(c1)OC[C@@H](C)N(C(=O)NC(C)C)C[C@@H](C)[C@@H](OC)CN(C)C2=O = nt | -8 | 74 | 1.6
Record of Cc1ccc(S(=O)(=O)Nc2ccc3c(c2)CC(=O)N([C@@H](C)CO)C[C@H](C)[C@@H](CN(C)S(=O)(=O)c2ccc(F)cc2)O3)cc1 = -4 | -14 | 6 | -1.5
Record of CO[C@H]1CC[C@H]2CCOc3c(C#N)cccc3C(=O)N(C)C[C@@H](c3ccccc3)CC(=O)N(C)C[C@H]1O2 = nt | 12 | -36 | 1.6
Record of C[C@@H]1CN([C@@H](C)CO)S(=O)(=O)c2ccc(C#CC3CC3)cc2O[C@@H]1CN(C)C(=O)CC1CC1 = -3 | -35 | 55 | -1.0

Going on with the list.
SMILES	C diff growth	Pf Dd2 growth	Tcruzi prolif	KDM4C inh
C[C@H](CO)N1C[C@H](C)[C@H](CN(C)Cc2ccc(C(=O)Nc3ccccc3N)cc2)Oc2ccc(NC(=O)Nc3ccc(C(F)(F)F)cc3)cc2C1=O	40	-80*	nt	-0.3
CCNC(=O)[C@H]1[C@H](CO)[C@H]2Cn3c(ccc(-c4ccccc4)c3=O)[C@H]2N1Cc1ccccc1	-1	-32	52	3.0
Cc1ccc(S(=O)(=O)Nc2ccc3c(c2)C(=O)N([C@H](C)CO)C[C@@H](C)[C@@H](CN(C)Cc2ccc(Cl)c(Cl)c2)OCCCC[C@H](C)O3)cc1	10	-80	nt	0.7
Cc1noc(C)c1NC(=O)Nc1ccc2c(c1)CC(=O)N([C@@H](C)CO)C[C@H](C)[C@H](CN(C)C)O2	-3	18	nt	4.1
O=C(C[C@@H]1C[C@@H]2c3cc(NC(=O)NC4CCCC4)ccc3O[C@@H]2[C@H](CO)O1)NCCN1CCCCC1	0	20	-15	-0.8
C[C@@H]1CN([C@H](C)CO)C(=O)c2cccc(NC(=O)c3nc4ccccc4s3)c2O[C@H]1CN(C)S(=O)(=O)c1ccc(F)cc1	-7	-56	57	1.6
CCCNC(=O)N(C)C[C@@H]1Oc2cc(C#C[C@@H](C)O)ccc2S(=O)(=O)N([C@@H](C)CO)C[C@@H]1C	3	10	31	6.9
CN1C[C@@H]2[C@H](c3ccccc31)[C@H](CO)N2C(=O)CN1CCOCC1	-7	16	1	1.8
COc1ccc(NC(=O)Nc2ccc3c(c2)C(=O)N([C@H](C)CO)C[C@H](C)[C@H](CN(C)C(=O)C2CCCCC2)OCCCC[C@@H](C)O3)cc1	4	-39	57	0.3
COc1ccc(-c2ccc3c(c2)[C@H]2[C@H](CCN2C(=O)c2ccc4c(c2)OCO4)[C@H](CO)N3C)cc1	-10	-50	92	0.4
COc1ccc2c3c(n(C)c2c1)[C@H](CO)N(C(=O)Nc1ccc(F)cc1)CC31CCN(C(=O)NC(C)C)CC1	-7	-57	nt	0.1
COc1ccc(C#Cc2ccc3c(c2)O[C@@H](CN(C)C(C)=O)[C@@H](C)CN([C@H](C)CO)S3(=O)=O)cc1	-11	-78	93	-3.9
Cc1cc(C(=O)Nc2cccc3c2O[C@@H](CN(C)Cc2ccc(C(F)(F)F)cc2)[C@@H](C)CN([C@H](C)CO)C3=O)n(C)n1	2	-16	94	0.0
Cc1ccc(S(=O)(=O)Nc2ccc3c(c2)C(=O)N([C@@H](C)CO)C[C@H](C)[C@@H](CN(C)C(=O)Nc2ccc(C(F)(F)F)cc2)O3)cc1	nt	-30	-10	-2.4
COCC(=O)Nc1ccc2c(c1)C(=O)N(C)C[C@H](OC)[C@@H](C)CN(Cc1cc(F)ccc1F)[C@H](C)CO2	nt	-55	26	0.0
COc1ccc(S(=O)(=O)Nc2ccc3c(c2)C(=O)N(C)C[C@@H](OC)[C@H](C)CN(C)[C@H](C)CO3)cc1	nt	6	-48	0.5
CCCNC(=O)C[C@H]1C[C@@H]2c3cc(NC(=O)CN(C)C)ccc3O[C@@H]2[C@H](CO)O1	1	1	3	2.9
C[C@H](O)C#Cc1ccc([C@@H]2[C@H](CO)N3CCCCN(C(=O)c4cccc(F)c4)C[C@@H]23)cc1	1	-8	17	-0.7
COC(=O)C[C@@H]1CC[C@H]2[C@H](COc3ccc(NC(=O)c4ccccc4F)cc3C(=O)N2C)O1	2	nt	12	-0.2
O=C(CCN1CCCCC1)N[C@@H]1CC[C@H](CC(=O)N2CCC(Cc3ccccc3)CC2)O[C@H]1CO	nt	-4	75	1.5
C[C@H](CO)N1C[C@H](C)[C@@H](CN(C)S(=O)(=O)c2ccc(F)cc2)Oc2ccc(NC(=O)CCC(F)(F)F)cc2CC1=O	-6	-3	-6	-0.2
Cc1cc(C(=O)Nc2cccc3c2O[C@@H](CN(C)S(=O)(=O)c2cccs2)[C@H](C)CN([C@H](C)CO)C3=O)n(C)n1	nt	10	-140	0.0
C[C@H]1CN([C@@H](C)CO)S(=O)(=O)c2ccc(C#Cc3ccccn3)cc2O[C@H]1CN(C)Cc1cccc(F)c1	0	-74	125*	1.8

Random excerpt: 2 entries already listed
SMILES	C diff growth	Pf Dd2 growth	Tcruzi prolif	KDM4C inh
CCCNC(=O)N(C)C[C@@H]1Oc2cc(C#C[C@@H](C)O)ccc2S(=O)(=O)N([C@@H](C)CO)C[C@@H]1C	3	10	31	6.9
Cc1cc(C(=O)Nc2cccc3c2O[C@@H](CN(C)Cc2ccc(C(F)(F)F)cc2)[C@@H](C)CN([C@H](C)CO)C3=O)n(C)n1	2	-16	94	0.0
